Screening data as filed in PubChem BioAssay.
TR SRC2 fluor cs: Total Fluorescence Counterscreen for Inhibitors of the Interaction of Thyroid Hormone Receptor and Steroid Receptor Coregulator 2. Potency, µM (highest dose often 106 µM), for the others: top-dose fluorescence change, negative = quenching. TRb/SRC2 Texas Red total fluorescence interference. 280,000 compounds, 0.29% hits. AID 1479, 2009; active = well fitted curve in either direction with a large enough effect; inconclusive = small, poorly fitted or top-dose-only effect
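Flags fluorescent or light-absorbing compounds by total fluorescence, S + 2P, at 555 nm excitation and 632 nm emission. Mixture: 20 nM Texas Red SRC2 peptide, 0.6 uM human TRb LBD, 1 uM T3, 5% DMSO; compound exposure 5 h at ambient temperature.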
GoLoco inh red: qHTS Assay for Inhibitors of RGS12 GoLoco Motif Activity (Red Fluorophore). Guanine nucleotide-binding protein G(i) subunit alpha-1 (Homo sapiens), P63096. Gai1:RGS12 GoLoco peptide FP, rhodamine, 10 min. Potency, µM (top dose mostly 61.6 µM), for inactives: at the top dose activity, negative = inhibition, usual class: inhibitors. 230,000 compounds, 0.44% hits; active = well fitted inhibition curve with a large enough effect, not every such curve was filed as active; inactive = no such curve, though single readings can be large or run the other way; note: nearly all actives have a fitted effect of over 30% in size; many of its hits are not listed in these tables
GAA spleen mod: qHTS Assay for Inhibitors and Activators of Human alpha-Glucosidase From Spleen Homogenate. Lysosomal alpha-glucosidase (Homo sapiens), P10253. human spleen homogenate, 4-MU-alpha-glucoside fluorescence. Potency, µM (highest dose often 79.9 µM), for the others: at the top dose activity change, negative = inhibition, usual class: inhibitors. 240,000 compounds, 0.006% hits;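 note: 0% = enzyme with vehicle and -100% = no enzyme basal signal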
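Compounds were titrated against alpha-glucosidase in spleen homogenate at pH 5.0, with 1 mM 4-methylumbelliferyl substrate for 40 min at 37 C. Reactions were quenched with pH 10 NaOH/glycine and fluorescence measured.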
RECQ1 helicase: qHTS Assay for Inhibitors of RecQ-Like Dna Helicase 1 (RECQ1); RECQ1 DNA unwinding, red fluorescence kinetic read; ATP-dependent DNA helicase Q1 (Homo sapiens), P46063; 240,000 compounds, 0.54% hits; AID 2549, 2010; Potency, µM (titrated, usually from 57.3 µM), for inactives: top-dose activity, negative = inhibition, most hits filed as inhibitors;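 note: plate controls were vehicle for no effect and no enzyme for full effect; nearly all actives have a fitted effect of over 30% in size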
Target sequence (P46063 whole entry, looked up): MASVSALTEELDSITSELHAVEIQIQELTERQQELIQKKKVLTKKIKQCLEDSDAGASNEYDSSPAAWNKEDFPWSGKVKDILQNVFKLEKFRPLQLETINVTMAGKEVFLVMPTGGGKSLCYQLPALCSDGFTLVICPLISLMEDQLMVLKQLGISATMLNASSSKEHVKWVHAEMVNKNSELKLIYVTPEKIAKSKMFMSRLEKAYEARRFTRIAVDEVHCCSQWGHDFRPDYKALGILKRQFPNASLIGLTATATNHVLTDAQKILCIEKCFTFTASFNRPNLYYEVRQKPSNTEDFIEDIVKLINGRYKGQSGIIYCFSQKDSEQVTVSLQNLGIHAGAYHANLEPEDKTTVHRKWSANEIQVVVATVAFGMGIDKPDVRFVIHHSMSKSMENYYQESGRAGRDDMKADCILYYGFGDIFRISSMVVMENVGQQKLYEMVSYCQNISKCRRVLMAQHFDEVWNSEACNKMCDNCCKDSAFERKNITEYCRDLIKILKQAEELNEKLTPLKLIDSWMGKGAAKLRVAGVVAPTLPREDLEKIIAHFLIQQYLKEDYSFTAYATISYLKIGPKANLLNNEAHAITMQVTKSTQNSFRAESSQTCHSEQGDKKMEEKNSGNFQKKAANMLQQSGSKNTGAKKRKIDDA
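RECQ1T1 50 nM; forked duplex (20 bp + 30-nt ss tails) 200 nM, ATP 2 mM final; pH 8.0, 2 mM MgCl2, 2.5 ug/ml poly(dI-dC); 15 min compound preincubation; discontinuous kinetic read over 2 h at RT.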
GAA inh: qHTS Assay for Inhibitors of Human alpha-Glucosidase as a Potential Chaperone Treatment of Pompe Disease; purified human GAA, 4-MU-alpha-glucoside fluorescence; Potency, µM (top dose mostly 76.9 µM), for the others: at the highest dose activity change, negative = inhibition, actives largely listed as inhibitors; 200,000 compounds, 0.005% hits;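 note: plate controls were uninhibited enzyme wells for no effect and no-enzyme background for full effect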
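Human alpha-glucosidase, 4 nM, pre-mixed with test compounds before 400 uM 4-methylumbelliferyl substrate; 20 min room temperature at pH 5.0. Fluorescence read after pH 10 stop; AC50 values from Hill-equation fits.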
GAA glycogen mod: qHTS Assay for Inhibitors and Activators of Human alpha-Glucosidase Cleavage of Glycogen | AID 2100, 2009 | recombinant GAA, glycogen substrate, Amplex Red glucose oxidase fluorescence | 300,000 compounds, 0.38% hits | Potency, µM (highest dose often 76.4 µM), without a hit: at the highest dose activity change, negative = inhibition, most hits filed as inhibitors | Lysosomal alpha-glucosidase (Homo sapiens), P10253;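 note: 0% = full enzyme reaction and -100% = no-enzyme basal signal; the screen sought inhibitors and activators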
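Recombinant human enzyme (4 nM); glycogen substrate; 37 C, 40 min, pH 5.0. Readout: coupled glucose oxidase/Amplex Red fluorescence.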
L3MBTL1 block: qHTS Assay for the Inhibitors of L3MBTL1; 230,000 compounds, 0.66% hits; AID 485360, 2010; Potency, µM (titrated, usually from 57.1 µM), inactives show top-dose activity, negative = inhibition, usual class: inhibitors; AlphaScreen L3MBTL1–H3K9me1 peptide binding; Lethal(3)malignant brain tumor-like protein 1 (Homo sapiens), Q9Y468; note: nearly all actives have a fitted effect of over 60% in size
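First, the protein-peptide complex forms for 30 min at room temperature (L3MBTL1 50 nM, biotinylated H3K9me1 peptide 75 nM). Next, compounds are pin-transferred and incubated 30 min. Finally, AlphaScreen beads are added and read after 30 min.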
TRb-SRC2 inh: qHTS for Inhibitors of the Interaction of Thyroid Hormone Receptor and Steroid Receptor Coregulator 2 | TRbeta-SRC2 peptide binding, fluorescence polarization; receptor liganded with 1 µM T3 | Potency, µM (titrated, usually from 106 µM), inactives show at the top dose activity change, negative = inhibition, usual class: inhibitors | 280,000 compounds, 0.065% hits | AID 1469, 2008;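 note: plate controls were bound peptide for no effect and peptide without receptor for full effect; nearly all actives have a fitted effect of over 50% in size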
Target sequence (P10828 whole entry, looked up): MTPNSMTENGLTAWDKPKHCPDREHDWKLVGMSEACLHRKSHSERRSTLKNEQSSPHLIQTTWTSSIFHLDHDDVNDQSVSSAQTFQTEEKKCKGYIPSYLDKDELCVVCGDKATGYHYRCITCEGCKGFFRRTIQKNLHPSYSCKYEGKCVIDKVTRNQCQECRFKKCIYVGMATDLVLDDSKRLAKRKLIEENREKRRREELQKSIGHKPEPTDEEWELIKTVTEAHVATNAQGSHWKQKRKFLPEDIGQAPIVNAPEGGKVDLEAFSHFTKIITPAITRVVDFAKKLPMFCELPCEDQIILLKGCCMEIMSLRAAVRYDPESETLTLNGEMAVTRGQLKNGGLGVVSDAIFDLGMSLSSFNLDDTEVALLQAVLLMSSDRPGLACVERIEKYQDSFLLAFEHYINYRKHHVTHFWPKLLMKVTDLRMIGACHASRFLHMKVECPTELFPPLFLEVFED
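Decrease in fluorescence polarization of 20 nM Texas Red SRC2 coactivator peptide flagged inhibition of its binding to 0.6 uM TRb LBD; 1 uM T3 included, incubation 5 hr, ex 555/em 632 nm.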
* = called active by the depositor; i = inactive; ? = inconclusive; . = no result given; [ ] = remark or other dose. Unless noted, calls come from the whole dose curve; as a rule, active = well fitted curve in the direction sought with a large enough effect; inconclusive = small, poorly fitted or top-dose-only effect, or another doubt; inactive = no such curve, though single readings can be large; an effect the other way counts as inactive or inconclusive. Unless noted, % is set by controls: 0 for no effect and ±100 for the full control effect; potency is the fitted concentration of half-maximal effect.

Results follow in this order: TR SRC2 fluor cs, GoLoco inh red, GAA spleen mod, RECQ1 helicase, GAA inh, GAA glycogen mod, L3MBTL1 block, TRb-SRC2 inh
> CCOc1cccc(C=Nc2cc(C)cc(C)c2O)c1O
  -9%, 49%[activator], -5%, -10%, -8%, -12%, ., -5%
> COC(=O)c1sccc1NC(=O)c1cnc2cc(C)nn2c1C
  -9%, 6%, -13%, i, 0%, 0%, 12%, 2%
> COc1ccc(-c2csc(N3CCN(c4cc(C)nc5ccccc45)CC3)n2)cc1OC
  -3%, 7%, 3%, 14µM*, 4%, 12%, ?, 2%
> C=CCN1C(=O)C(CC(=O)Nc2ccc(C)cc2)SC1=Nc1c(C)n(C)n(-c2ccccc2)c1=O (stereo not drawn)
  5%, 2%, 3%, -1%, 5%, -2%, ., 1%
> CC(=O)Nc1ccc(NC(=S)NC(=O)/C=C/c2ccccc2)cc1
  -2%, 15%, 2%, -13%, -4%, 7%, 3%, -2%
> Cc1ccc(SC[C@H](Cc2ccccc2)N2CCN(C)CCC2=O)cc1
  0%, -21%, 4%, -9%, ., 0%, ., 4%
> N#Cc1c(NC(=O)CSc2nc3ccccc3c(=O)n2Cc2ccco2)sc2c1CCCC2
  -2%, 7%, 9%, -8%, -1%, 7%, -1%, -5%
> Cc1cc(C)nc(SCc2csc(-c3ccccc3)n2)n1
  -2%, 20%, 2%, -5%, -2%, -10%, 26%, 3%
> COC(=O)c1cccc(NC(=O)CSc2nc(O)c(-c3ccccc3)c(=O)[nH]2)c1
  0%, 14%, -3%, -10%, -13%, -8%, -27%, -2%
> COc1ccc(OC)c(NC(=O)COC(=O)Cc2ccc(Br)cc2)c1
  -1%, -2%, 0%, -2%, -14%, -2%, ., 10%
> COc1ccc(OC(C)c2ccc(C#N)c(=O)[nH]2)cc1 (stereo not drawn)
  0%, 0%, 1%, 6%, 9%, 11%, -6%, -5%
> COC(=O)c1ccccc1NC(=O)Cn1c(=O)n(CCC(=O)NC2CCN(Cc3ccccc3)CC2)c(=O)c2ccccc21
  -1%, 6%, -5%, -9%, ., 2%, ., 2%
> O=C(Cn1ncc(Cl)c(Cl)c1=O)NC1CCS(=O)(=O)C1 (stereo not drawn)
  -5%, 1%, -9%, -27%, ., 1%, ., 2%
> COc1cc(Br)cc(-c2nc3c(c(=O)[nH]c(=O)n3Cc3ccccc3)n2C)c1O
  -2%, -6%, 3%, -8%, -4%, -12%, -3%, 1%
> CC(C)Cc1csc(NC(=O)c2ccc(Br)cc2)c1C(=O)O
  -2%, 4%, 0%, 12%, 2%[15.4 µM], 4%, 2%, 0%
> COc1c(O)cc(O)cc1O
  -3%, 3%, 2%, 4%, ., ., ., 4%
> CN(C)S(=O)(=O)c1ccc(C(=O)Nc2cccc(C(=O)O)c2)cc1
  -1%, 7%, -10%, 3%, -3%, -17%, ., -7%
> COc1cccc(CC2(CO)CCCN(Cc3nc(-c4cccs4)oc3C)C2)c1 (stereo not drawn)
  -3%, 14%, 2%, i, -14%, -1%, -21%, -3%
> Cc1ccc(C)n1-c1cccc(C(=O)Nc2ccccc2)c1
  0%, 26%, -3%, i, ., 25%, ., 5%
> Cc1ccc(C(=O)Nc2ccccc2OC(F)F)cc1
  -3%, -8%, -21%, -15%, -1%, 4%, ., -1%
> NC(=O)CC[C@@H]1NC(=O)[C@H](CO)NC(=O)c2cc([N+](=O)[O-])cc(I)c2OCC[C@@H](C(N)=O)NC1=O
  -1%, 2%, -7%, -4%, 1%, -2%, 5%, -2%
> O=C(/C=C\Nc1ccc2c(c1)OCO2)c1ccc2c(c1)OCO2
  -2%, 10%, -2%, i, 10%, ?, 0%, 9%
> O=C(O)c1ccc(-n2c(-c3ccc(Br)cc3)n[nH]c2=S)cc1
  -1%, -5%, -3%, -7%, 0%, -3%, ., -9%
> c1cn(-c2ncnc3sc4c(c23)CCCC4)cn1
  2%, 3%, -16%, -1%, 1%, 3%, -5%, 4%
> Cc1cccc(CSCc2ccc(C(=O)NCC3CCCO3)o2)c1 (stereo not drawn)
  -5%, 1%, 6%, -1%, 2%, -5%, ., -3%
> COc1ccc(NC(=S)Nc2ccc(S(N)(=O)=O)cc2)c(C)c1
  -8%, 4%, 1%, -6%, -3%, -1%, ., -6%
> CC(=O)NC(=S)NNC(=O)COc1ccc([N+](=O)[O-])cc1
  -2%, 9%, 6%, -5%, 1%, -7%, ., 3%
> O=C1CC(NNc2nc3ccccc3s2)C(=O)N1c1ccccc1 (stereo not drawn)
  0%, -10%, -7%, i, ?, 2%, 3%, -25%
> COc1nc(OC)nc(N2CCC(C(=O)NC3CC3)CC2)n1
  0%, -2%, 6%, -14%, 2%, -10%, ., -4%
> COc1ccc(-n2c(Cn3c(=O)sc4ccccc43)nnc2SCC(=O)N2CCCCC2)cc1
  0%, -2%, -8%, -10%, 1%, -15%, ., 3%

(next part)
Short forms – A = TR SRC2 fluor cs; B = GoLoco inh red; C = GAA spleen mod; D = RECQ1 helicase; E = GAA inh; F = GAA glycogen mod; G = L3MBTL1 block; H = TRb-SRC2 inh
CCOC(=O)c1sc(NC(=O)c2cc3c(s2)CCC(C)C3)nc1C (stereo not drawn)
  A: 2%	B: 1%	C: -2%	D: -8%	E: 0%	F: 4%	G: .	H: -16%
C=CCSc1nn2c(=O)c3ccccc3nc2s1
  A: -1%	B: -4%	C: 1%	D: -10%	E: 6%	F: 2%	G: -1%	H: -6%
COc1ccc(Cn2c(CCC(=O)Nc3ccc(CC#N)cc3)nc3cccnc32)cc1
  A: -1%	B: 5%	C: -6%	D: -9%	E: -11%	F: 6%	G: 2%	H: 2%
NC(=O)CC(NC(=O)Cc1cccc2ccccc12)c1ccc(NCc2ccc(F)c(F)c2)c([N+](=O)[O-])c1 (stereo not drawn)
  A: -2%	B: 3%	C: -11%	D: -7%	E: .	F: 4%	G: .	H: -2%
Cc1nn(CC(=O)NCCc2ccccc2)c(C)c1[N+](=O)[O-]
  A: -6%	B: 1%	C: 3%	D: -1%	E: -7%	F: -7%	G: 7%	H: 2%
OC[C@@H](O)[C@@H](O)CCc1ccccc1
  A: 0%	B: 1%	C: -9%	D: -2%	E: .	F: .	G: .	H: 7%
O=C(Nc1ccc(F)cc1)Nc1ccccc1NS(=O)(=O)c1cccs1
  A: 1%	B: .	C: -1%	D: -2%	E: -1%	F: 2%	G: 5%	H: 0%
COCCn1c(-c2ccc(OC(F)(F)C(F)C(F)(F)F)cc2)nc2c1c(=O)[nH]c(=O)n2CC(C)C (stereo not drawn)
  A: -1%	B: 8%	C: -2%	D: -8%	E: -28%	F: -15%	G: .	H: 3%
COc1ccc(NC(=O)c2ccc(S(=O)(=O)N(C)C)cc2)cc1OC
  A: -3%	B: -4%	C: -6%	D: -13%	E: 0%	F: -2%	G: 1%	H: -1%
COc1ccc(C(CCN2CCOCC2)c2c(OC)cc(OC)c3c2OC(=O)CC3c2ccc(OC)cc2)cc1 (stereo not drawn)
  A: -2%	B: .	C: -2%	D: -6%	E: .	F: .	G: .	H: 6%

7 structures already listed, sorted by number of heavy atoms, lowest first:
Short forms – A = TR SRC2 fluor cs; B = GoLoco inh red; C = GAA spleen mod; D = RECQ1 helicase; E = GAA inh; F = GAA glycogen mod; G = L3MBTL1 block; H = TRb-SRC2 inh
C=CCSc1nn2c(=O)c3ccccc3nc2s1
  A: -1%	B: -4%	C: 1%	D: -10%	E: 6%	F: 2%	G: -1%	H: -6%
COC(=O)c1sccc1NC(=O)c1cnc2cc(C)nn2c1C
  A: -9%	B: 6%	C: -13%	D: i	E: 0%	F: 0%	G: 12%	H: 2%
Cc1ccc(SC[C@H](Cc2ccccc2)N2CCN(C)CCC2=O)cc1
  A: 0%	B: -21%	C: 4%	D: -9%	E: .	F: 0%	G: .	H: 4%
COC(=O)c1cccc(NC(=O)CSc2nc(O)c(-c3ccccc3)c(=O)[nH]2)c1
  A: 0%	B: 14%	C: -3%	D: -10%	E: -13%	F: -8%	G: -27%	H: -2%
NC(=O)CC[C@@H]1NC(=O)[C@H](CO)NC(=O)c2cc([N+](=O)[O-])cc(I)c2OCC[C@@H](C(N)=O)NC1=O
  A: -1%	B: 2%	C: -7%	D: -4%	E: 1%	F: -2%	G: 5%	H: -2%
COc1ccc(C(CCN2CCOCC2)c2c(OC)cc(OC)c3c2OC(=O)CC3c2ccc(OC)cc2)cc1 (stereo not drawn)
  A: -2%	B: .	C: -2%	D: -6%	E: .	F: .	G: .	H: 6%
COC(=O)c1ccccc1NC(=O)Cn1c(=O)n(CCC(=O)NC2CCN(Cc3ccccc3)CC2)c(=O)c2ccccc21
  A: -1%	B: 6%	C: -5%	D: -9%	E: .	F: 2%	G: .	H: 2%

Going on with the list.
Short forms – A = TR SRC2 fluor cs; B = GoLoco inh red; C = GAA spleen mod; D = RECQ1 helicase; E = GAA inh; F = GAA glycogen mod; G = L3MBTL1 block; H = TRb-SRC2 inh
CCCNC(=O)COC(=O)c1ccc(Cl)c(S(=O)(=O)N2CCCC2)c1
  A: -1%	B: 3%	C: -5%	D: -4%	E: 5%	F: -11%	G: .	H: -4%
Cc1cc(C(=O)OCC(=O)c2ccc3c(c2)OCCO3)c(C)o1
  A: -3%	B: 23%	C: 4%	D: -5%	E: -5%	F: -5%	G: 1%	H: 0%
COc1ccc2c(CC(=O)OCC(=O)Nc3sc4c(c3C#N)CCC(C)C4)coc2c1 (stereo not drawn)
  A: -2%	B: -6%	C: -4%	D: -2%	E: -2%	F: 2%	G: 5%	H: 6%
Cc1ccc(S(=O)(=O)NCCC(=O)Nc2nnc(C3CC3)s2)cc1C
  A: -5%	B: 2%	C: -20%	D: 0%	E: -1%	F: -5%	G: .	H: 3%

An excerpt (hit frequency here may not be typical).
